# IDH1 mut inh = inhibitors of IDH1 R132H reductase, primary screen, biochemical, plate reader, single point; diaphorase/resazurin fluorescence, 60 min; inhibition, % at 10 µM; 70,000 tested, 0.18% active; in the data active = inhibition above about 34%;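 note: 0% = DMSO and 100% = no enzyme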
# Target sequence (O75874 whole entry R132H): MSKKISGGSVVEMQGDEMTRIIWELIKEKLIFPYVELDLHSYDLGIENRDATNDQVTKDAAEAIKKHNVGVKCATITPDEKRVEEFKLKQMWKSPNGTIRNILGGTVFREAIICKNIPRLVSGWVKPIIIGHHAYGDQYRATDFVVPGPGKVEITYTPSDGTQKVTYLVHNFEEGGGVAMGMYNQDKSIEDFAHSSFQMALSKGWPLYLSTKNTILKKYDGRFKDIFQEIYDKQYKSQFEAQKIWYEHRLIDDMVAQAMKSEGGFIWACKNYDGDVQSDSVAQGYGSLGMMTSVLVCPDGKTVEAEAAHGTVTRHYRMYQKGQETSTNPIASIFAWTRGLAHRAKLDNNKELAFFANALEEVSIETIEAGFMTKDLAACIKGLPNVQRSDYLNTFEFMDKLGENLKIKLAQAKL
# PRC2 inh = EZH2/PRC2 methyltransferase inhibitors, primary screen, biochemical, DELFIA time-resolved fluorescence, single point | Histone-lysine N-methyltransferase EZH2 (Homo sapiens), Q15910 | PRC2 H3K27 methylation, DELFIA TRF, 1 h | inhibition, % at 12.5 µM | 57,000 tested, 0.35% active | AID 651548, 2012;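 active = mean inhibition of replicates at least 50% and every single replicate also reaching 50%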;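 note: dimethyl H3K27 on biotinylated H3 21-44 peptide detected by antibody; plate controls were median neutral control wells for no effect and median positive control wells for full effect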
# An asterisk follows results filed as active; nt = not tested or not shown; & = joins results of further samples.
SMILES,IDH1 mut inh,PRC2 inh
CC(C)c1ccccc1Oc1coc2cc(OCC(=O)Nc3ccccc3F)ccc2c1=O,0.4,2
COc1ccc(C)cc1NC(=O)CSc1nnc(-c2ccc(Cl)c(Cl)c2)n1C,-0.4,4
COc1ccc(NC(=O)N[C@H]2CC[C@@H](CCNC(=O)c3ccccc3F)O[C@@H]2CO)cc1,0.0,0
O=C(COc1ccccc1Cl)Nc1ccccc1NC(=O)c1ccco1,-0.2,-2
C[C@@H]1CN([C@@H](C)CO)C(=O)c2cccc(NS(=O)(=O)c3cccs3)c2O[C@H]1CN(C)Cc1ccccc1,nt,3
CC(C)NC(=O)N(C)C[C@H]1OCCCC[C@@H](C)Oc2ccc(NS(=O)(=O)c3cccs3)cc2C(=O)N([C@H](C)CO)C[C@H]1C,2.6,nt
COC(=O)c1cccc(NC(=O)CN(c2ccc(I)cc2)S(C)(=O)=O)c1C,0.0,-4
C[C@H]1CN([C@@H](C)CO)C(=O)Cc2cc(NC(=O)Nc3ccc(F)cc3)ccc2O[C@@H]1CN(C)S(=O)(=O)c1ccc(Cl)cc1,-0.2,nt
CC(C)NC(=O)N(C)C[C@@H]1Oc2cc(C#CC(C)(C)O)ccc2S(=O)(=O)N([C@H](C)CO)C[C@@H]1C,-3.2,-3
CCN(CC(=O)Nc1ccc(F)c(Cl)c1)S(=O)(=O)c1ccc2ccccc2c1,-0.2,44
CO[C@H](C(=O)N(C)C[C@H]1OCc2ccccc2-c2ccccc2C(=O)N([C@@H](C)CO)C[C@@H]1C)c1ccccc1,0.9,8
C[C@@H]1CN([C@H](C)CO)C(=O)Cc2cc(NC(=O)Cn3cnnn3)ccc2O[C@H]1CN(C)CC1CCCCC1,1.9,-2
CO[C@H]1CN(C)C(=O)c2cc(NS(=O)(=O)c3ccc(F)cc3)ccc2OC[C@@H](C)NC[C@H]1C,0.0,1
C[C@@H]1CN([C@H](C)CO)C(=O)c2cc(-c3cccc(C#N)c3)cnc2O[C@@H]1CN(C)C(=O)c1cnccn1,0.2,7
C[C@@H]1CN([C@H](C)CO)C(=O)c2cccc(NC(=O)c3ccc(-c4nccs4)cc3)c2O[C@@H]1CN(C)C(=O)NC1CCCCC1,-12,nt
C[C@H]1CN([C@@H](C)CO)C(=O)c2cc(NC(=O)Nc3ccccc3)ccc2O[C@@H]1CN(C)Cc1ccc(Cl)c(Cl)c1,-4.8,nt
Cc1ccc(S[C@]2(C(=O)NCCCN(C)C)CC(=O)N(C3CCCCC3)[C@@H]2c2ccc(CO)cc2I)cc1,nt,-12
O=C(NCC[C@@H]1CC[C@@H](NS(=O)(=O)c2cccc(F)c2)[C@H](CO)O1)C1CC1,0.2,-4
C[C@H]1CN([C@@H](C)CO)C(=O)c2cc(NS(=O)(=O)c3ccc(F)cc3)ccc2O[C@H]1CN(C)Cc1ccc(-c2ccccc2)cc1,-2.0,nt
C[C@@H]1CN([C@H](C)CO)C(=O)c2ccccc2-c2ccccc2CO[C@@H]1CN(C)S(=O)(=O)c1cccc(C#N)c1,0.0,-1
C[C@@H](NC(=O)C[C@@H]1CC[C@@H](NS(=O)(=O)c2cccc(F)c2)[C@H](CO)O1)c1ccccc1,0.4,7
C[C@@H](NC(=O)C[C@@H]1C[C@H]2c3cc(NC(=O)c4ccc5c(c4)OCO5)ccc3O[C@H]2[C@H](CO)O1)c1ccccc1,-1.9,-4
COc1ccc(S(=O)(=O)N[C@H]2C=C[C@H](CC(=O)N3CCC(Cc4ccccc4)CC3)O[C@H]2CO)cc1,-0.1,-8
CC(C)NC(=O)Nc1ccc2c(c1)C(=O)N([C@H](C)CO)C[C@@H](C)[C@@H](CN(C)S(=O)(=O)c1cccs1)O2,-0.2,nt
CC(C)C#Cc1ccc2c(c1)O[C@@H](CN(C)CC1CCOCC1)[C@@H](C)CN([C@@H](C)CO)S2(=O)=O,-0.3,5
CCC(=O)N(C)C[C@@H]1Oc2cc(C#CCC3CCCC3)ccc2S(=O)(=O)N([C@H](C)CO)C[C@@H]1C,-0.6,nt
O=C(CCN1CCCCC1)N[C@@H]1CC[C@@H](CC(=O)N2CCC(Cc3ccccc3)CC2)O[C@H]1CO,0.0,2
O=[N+]([O-])c1cccc2c(Br)[nH]nc12,-0.2&0.1,14
C[C@@H]1CN([C@@H](C)CO)C(=O)c2cc(NC(=O)Nc3cccc4ccccc34)ccc2O[C@H]1CN(C)Cc1ccccc1,nt,-7
CCS(=O)(=O)NCC[C@H]1CC[C@H](NS(=O)(=O)c2ccccc2C)[C@@H](CO)O1,0.1,-13
COc1ccc(-c2ccc3c(c2)O[C@@H](CN(C)Cc2cccnc2)[C@@H](C)CN([C@@H](C)CO)S3(=O)=O)cc1,2.1,16
COCC(=O)Nc1ccc2c(c1)C(=O)N(C)C[C@@H](OC)[C@H](C)CN(Cc1ccccc1OC)[C@H](C)CO2,0.3,-1
CSc1cccc(N2C(=S)NC3c4ccccc4OC24CCCC34)c1 (centres undefined),0.3,14
C[C@@H]1CN([C@H](C)CO)C(=O)c2cc(-c3cncnc3)cnc2O[C@H]1CN(C)CC1CCOCC1,-0.6,nt
CCC(=O)Nc1ccc2c(c1)OC[C@H](C)N(C(=O)C1CCC1)C[C@@H](C)[C@@H](OC)CN(C)C2=O,0.1,5
COc1ccc(S(=O)(=O)N(C)C[C@@H]2Oc3ncc(C#CC4(O)CCCC4)cc3C(=O)N([C@H](C)CO)C[C@@H]2C)cc1,-0.3,-6
O=C(NCC[C@@H]1CC[C@H](NC(=O)c2cnccn2)[C@H](CO)O1)Nc1ccc(Cl)cc1,-0.1,-2
O=C(O)C[C@@H]1C[C@@H]2c3cc(NC(=O)C4CCC4)ccc3O[C@@H]2[C@@H](CO)O1,0.0,6
Cc1ccc(S(=O)(=O)Nc2ccc3c(c2)C(=O)N([C@@H](C)CO)C[C@H](C)[C@@H](CN(C)Cc2ccc4c(c2)OCO4)OCCCC[C@H](C)O3)cc1,-0.5,nt
CC(C)NC(=O)Nc1ccc2c(c1)CC(=O)N([C@H](C)CO)C[C@H](C)[C@@H](CN(C)S(=O)(=O)c1ccccc1)O2,-8.4,-3
Cc1ccccc1-c1cnc2c(c1)C(=O)N([C@H](C)CO)C[C@@H](C)[C@H](CN(C)Cc1ccccc1F)O2,-1.7,-12
O=C(C[C@H]1C=C[C@H](NS(=O)(=O)c2cccc(F)c2)[C@H](CO)O1)NCc1ccc2c(c1)OCO2,-0.1,4
COc1ccc(OC)c(S(=O)(=O)N2CCC(C(=O)Nc3ccc(Cl)cc3)CC2)c1,-0.1,-18
C[C@H]1CCCCO[C@@H](CN(C)S(=O)(=O)c2ccccc2)[C@@H](C)CN([C@@H](C)CO)C(=O)c2cc(NS(=O)(=O)c3ccc(F)cc3)ccc2O1,1.5,nt
COc1ccc(NC(=O)Nc2cccc3c2O[C@H](CN(C)Cc2ccc(C(=O)Nc4ccccc4N)cc2)[C@H](C)CN([C@@H](C)CO)C3=O)cc1,nt,-20
C[C@@H]1CN([C@@H](C)CO)S(=O)(=O)c2ccc(C#CCN(C)C)cc2O[C@H]1CN(C)Cc1ccncc1,13,0
COc1cc(OC)c(/C=N/NC(=O)CCCCCCC(=O)Nc2ccccc2O)c(OC)c1,nt,-11
CCc1ccc(-c2cc(C(=O)Nc3ccc(S(=O)(=O)NC(C)=O)cc3)c3ccccc3n2)cc1,15,30
C/C=C/c1ccc2c(c1)O[C@H](CN(C)C(=O)C1CCOCC1)[C@@H](C)CN([C@H](C)CO)S2(=O)=O,-2.1,-11
COc1ccc(S(=O)(=O)Nc2ccc3c(c2)CC(=O)N([C@@H](C)CO)C[C@H](C)[C@@H](CN(C)C(=O)NC2CCCCC2)O3)cc1,-9.5,nt
C[C@@H](NC(=O)C[C@H]1C=C[C@@H](NS(=O)(=O)c2cccc(F)c2)[C@H](CO)O1)c1ccccc1,0.0,10
O=C(Nc1ccccc1F)N[C@H]1CC[C@@H](CCNS(=O)(=O)c2ccccc2)O[C@@H]1CO,0.1,22
O=C(C[C@@H]1CC[C@H](NC(=O)c2ccccc2)[C@@H](CO)O1)NCc1ccc(Oc2ccccc2)cc1,0.2,4
COc1cc(-n2nnnc2SCC(=O)Nc2cccc(Cl)c2Cl)c(OC)cc1Cl,0.6,-8
Cc1ccc(CN(C)C[C@H]2OCc3cnnn3CCCC(=O)N([C@H](C)CO)C[C@H]2C)cc1,-0.9,3
CNC[C@@H]1Oc2ccc(NS(=O)(=O)c3ccc(Cl)cc3)cc2CC(=O)N([C@@H](C)CO)C[C@H]1C,0.2,nt
C[C@H](CO)N1C[C@H](C)[C@H](CN(C)Cc2ccc3c(c2)OCO3)Oc2ccc(NC(=O)C3CCCCC3)cc2C1=O,1.5,nt
Cc1ccccc1-c1cnc2c(c1)C(=O)N([C@@H](C)CO)C[C@@H](C)[C@@H](CN(C)C(=O)c1ccncc1)O2,-2.1,1
O=C(C[C@H]1C[C@H]2c3cc(NC(=O)CC4CC4)ccc3O[C@H]2[C@H](CO)O1)NCc1ccc(Cl)cc1,-0.1,8
C[C@@H]1CN([C@H](C)CO)C(=O)c2cc(C#Cc3cccnc3)cnc2O[C@@H]1CN(C)Cc1ccc(F)cc1,0.3,4

# Remaining list, next part:
SMILES,IDH1 mut inh,PRC2 inh
COCC(=O)Nc1ccc2c(c1)OC[C@H](C)N(Cc1cncnc1)C[C@H](C)[C@@H](OC)CN(C)C2=O,0.1,-3
O=C(CCCCCC(=O)Nc1ccccc1O)N/N=C/c1ccc(Br)cc1,nt,-2
CCc1ccc(NC(=O)CSc2nnc(-c3ccc(Br)cc3)n2C)cc1,0.3,-5
Cc1noc(C)c1S(=O)(=O)N(C)C[C@@H]1OCCCC[C@H](C)Oc2ccc(N(C)C)cc2C(=O)N([C@H](C)CO)C[C@@H]1C,0.2,1
CCCN(C)C[C@H]1Oc2cc(C#Cc3ccccc3)ccc2S(=O)(=O)N([C@H](C)CO)C[C@@H]1C,-1.2,-12
CCn1c(SCC(=O)Nc2ccc(Cl)cc2C)nnc1-c1ccncc1,-0.5,-1
CC(C)NC(=O)Nc1ccc2c(c1)C(=O)N([C@H](C)CO)C[C@@H](C)[C@H](CN(C)C(=O)CCCN(C)C)OCCCC[C@@H](C)O2,2.7,-1
C[C@H]1CN([C@@H](C)CO)S(=O)(=O)c2ccc(C#Cc3ccccc3)cc2O[C@H]1CN(C)C(=O)Nc1ccc2c(c1)OCO2,-3.9,-11
C[C@H]1CN([C@@H](C)CO)C(=O)c2cccc(N(C)C)c2O[C@H]1CN(C)C(=O)Nc1ccccc1,0.1,2
Cc1noc(C)c1NC(=O)Nc1ccc2c(c1)C(=O)N([C@H](C)CO)C[C@@H](C)[C@H](CN(C)C(=O)Nc1cccc3ccccc13)OCCCC[C@H](C)O2,0.6,nt
CC(C)NC(=O)Nc1ccc2c(c1)C(=O)N([C@H](C)CO)C[C@H](C)[C@@H](CN(C)C(=O)Cc1ccccc1)OCCCC[C@@H](C)O2,2.1,-11
COc1ccc(S(=O)(=O)Nc2ccc3c(c2)C(=O)N([C@@H](C)CO)C[C@@H](C)[C@@H](CN(C)S(=O)(=O)c2ccc(OC)cc2)O3)cc1,-0.5,nt
O=C(C[C@@H]1C[C@H]2c3cc(NC(=O)NC4CCCC4)ccc3O[C@H]2[C@@H](CO)O1)NCc1ccc2c(c1)OCO2,0.2,-5
Cc1ccc(-c2ccc3c(c2)O[C@H](CN(C)Cc2ccc(F)cc2)[C@@H](C)CN([C@H](C)CO)S3(=O)=O)cc1,-0.1,1
CC(CCC(=O)Nc1ccccc1)C(=O)O (centres undefined),0.6,19
C[C@@H]1CCCCO[C@@H](CN(C)C(=O)NC2CCCCC2)[C@H](C)CN([C@@H](C)CO)C(=O)c2cc(NS(=O)(=O)c3ccccc3)ccc2O1,0.0,nt
O=C(C[C@@H]1C[C@@H]2c3cc(NC(=O)CC4CC4)ccc3O[C@@H]2[C@@H](CO)O1)NCc1cccc(F)c1,0.1,2
COc1cccc(S(=O)(=O)N(C)C[C@@H]2OCc3ccccc3-c3ccccc3C(=O)N([C@H](C)CO)C[C@H]2C)c1,nt,-2
C[C@H]1CCCCO[C@@H](CN(C)C(=O)Nc2ccc(F)cc2)[C@@H](C)CN([C@@H](C)CO)C(=O)c2cc(NS(=O)(=O)c3ccc(F)cc3)ccc2O1,1.1,nt

# Source: PubChem

# Only part of the results is shown; the hit share may differ from the screen's.
